Source: PubChem (Sanford-Burnham Center for Chemical Genomics)
MIN6 prolif: induces beta-cell replication in MIN6 cells | MIN6 cells proliferation, ATPlite luminescence, 48 h; cells starved in 0.2% serum; 100% = growth in 10% serum | proliferation, % at 10 µM | 0.29% of 330,000 active | AID 2380;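 active = compounds whose signal lies at least 3.5 SD above the mean of all wells on their plate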;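 also: 0% = DMSO-treated cells in low-serum medium and 100% = 10% serum control; some compounds called inactive have numbers as strong as hits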
A3G deaminase: APOBEC3G (human) deaminase inhibition; recombinant A3G, ssDNA deamination FAM/TAMRA fluorescence; Q9HC16; AID 493012; inhibition, % at 20 µM; 0.28% of 330,000 active;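 active = inhibition of at least 40% at 20 µM, with no more than 30% in the related APOBEC3A deaminase screen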;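 also: plate controls were DMSO wells with A3G for no effect and wells lacking A3G enzyme for full effect; some compounds called inactive have numbers as strong as hits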
Target sequence (Q9HC16 whole entry, looked up): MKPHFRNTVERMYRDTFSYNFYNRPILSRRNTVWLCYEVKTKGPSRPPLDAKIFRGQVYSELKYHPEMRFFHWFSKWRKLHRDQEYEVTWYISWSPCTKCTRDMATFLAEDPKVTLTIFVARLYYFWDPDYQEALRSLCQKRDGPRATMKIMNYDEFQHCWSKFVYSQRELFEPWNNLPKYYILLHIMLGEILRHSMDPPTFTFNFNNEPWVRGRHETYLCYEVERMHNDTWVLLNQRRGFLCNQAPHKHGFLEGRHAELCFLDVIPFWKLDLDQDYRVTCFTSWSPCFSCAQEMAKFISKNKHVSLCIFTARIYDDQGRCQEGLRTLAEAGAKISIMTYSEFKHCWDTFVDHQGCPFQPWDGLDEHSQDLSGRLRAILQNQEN
mIAP activ: mouse IAP activation. muIAP, CDP-Star luminescence, 30 min; active compounds read high; 1 = vehicle-only enzyme signal, 0 = enzyme-free wells. activation factor at 10 µM. AID 2805. 0.24% of 330,000 active;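 active = activation factor of at least 2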; also: the source names both 10 and 20 µM as test concentration; values of inactives mirror those of a sister screen read the other way
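System: mouse IAP enzyme. Reagent: CDP-Star chemiluminescent phosphatase substrate. Benchmarks: DMSO wells, no-enzyme wells. Times: 30 min enzyme-substrate-compound incubation at room temperature. Detection: luminescence from enzymatic CDP-Star hydrolysis. Doses: test compounds delivered from DMSO solution.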
hIAP act: increases human intestinal alkaline phosphatase activity | P09923 | purified human IAP, CDP-Star luminescence, 30 min; active compounds read high; 1 = vehicle-only enzyme, 0 = enzyme-free background | activation factor at 10 µM | 0.16% of 330,000 active | AID 2524;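 active = activation factor of the enzyme at least 2-fold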; also: the source names both 10 and 20 µM as test concentration; values of inactives mirror those of a sister screen read the other way
mIAP inh: blocks mouse intestinal alkaline phosphatase. inhibition, % at 10 µM. purified mouse IAP, CDP-Star luminescence, 30 min. 0.2% of 330,000 active. AID 2806;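 active = inhibition of at least 40% at 10 µM in the primary screen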;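 also: plate controls were DMSO with enzyme for no effect and no enzyme wells for full effect; values of inactives mirror those of a sister screen read the other way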
hIAP inh: blocks human intestinal alkaline phosphatase | 0.12% of 330,000 active | purified IAP, CDP-Star luminescence, 30 min | P09923 | AID 2544 | inhibition, % at 10 µM;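 active = inhibition reaching a set limit with compound at 10 µM in the primary screen, cut at about 35% in these data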;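 also: plate controls were DMSO wells with enzyme for no effect and no-enzyme buffer wells for full effect; values of inactives mirror those of a sister screen read the other way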
APOBEC3A inh: inhibitors of human APOBEC3A DNA deaminase; P31941; recombinant A3A, FAM/TAMRA ssDNA deamination fluorescence; inhibition, % at 20 µM; 0.41% of 330,000 active; AID 493011;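 active = at least 40% inhibition at 20 µM here, with at most 30% in a related deaminase screen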;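 also: plate controls were A3A with DMSO for no effect and wells lacking A3A enzyme for full effect; some results filed as inactive read as strong as hits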
Target sequence (P31941 whole entry, looked up): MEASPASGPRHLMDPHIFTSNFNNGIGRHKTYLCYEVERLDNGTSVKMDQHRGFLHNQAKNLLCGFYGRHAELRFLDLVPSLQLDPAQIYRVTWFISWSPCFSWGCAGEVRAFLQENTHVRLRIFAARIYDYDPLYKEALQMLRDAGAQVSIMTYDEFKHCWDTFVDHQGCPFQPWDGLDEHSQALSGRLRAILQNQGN
NALP3 yeast inh: blocks the NALP3 inflammasome reconstituted in yeast | Yeast reconstituted NLRP3/ASC/caspase-1, beta-gal luminescence, 24 h | 0.39% of 330,000 active | inhibition, % at 10 µM;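 active = inhibition of 50% or more; inactive = inhibition below 50%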;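 also: plate controls were induced DMSO wells for no effect and uninduced yeast grown without galactose for full effect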
SENP1 inh: blocks the human SENP1 SUMO protease catalytic domain; Q9P0U3; recombinant SENP1 catalytic domain, CyPet-SUMO1-YPet FRET cleavage; inhibition, % at 10 µM; 0.21% of 360,000 active;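 active = inhibition at least 30% at 10 µM, raw YFP signal under a set limit, fluorescence ratio 0.5 to 1.5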;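 also: 0% = enzyme with DMSO and 100% = no enzyme wells; some results filed as inactive read as strong as hits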
Target sequence (Q9P0U3 419-644 limits assumed): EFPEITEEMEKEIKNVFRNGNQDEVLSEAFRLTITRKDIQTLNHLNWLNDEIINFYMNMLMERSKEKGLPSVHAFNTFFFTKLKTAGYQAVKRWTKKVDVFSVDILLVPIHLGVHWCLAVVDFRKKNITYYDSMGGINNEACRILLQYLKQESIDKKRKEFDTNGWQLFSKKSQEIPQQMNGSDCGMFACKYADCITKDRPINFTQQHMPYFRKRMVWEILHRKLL
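system = hSENP1 catalytic domain, recombinant | reagent = SFCypet-SUMO1-SFYpet substrate at 25 nM | doses = one dose per compound, 10 µM, 0.5% DMSO | incubation = enzyme reaction for 50 min at room temperature, dark | measured by = FRET, CFP and YFP emission | controls = no-enzyme low, enzyme-DMSO high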
* marks the source's active call; other numbers are inactive results; / = no result given. An excerpt; rates above refer to the full screens.

SMILES	MIN6 prolif	A3G deaminase	mIAP activ	hIAP act	mIAP inh	hIAP inh	APOBEC3A inh	NALP3 yeast inh	SENP1 inh
CCOc1ccc(NC(=O)CN2CCN(CC(=O)Nc3cccc(F)c3)CC2)cc1	-3	-3	1	1.2	-3	-21	-1	12	1
CCC(C)n1c(-c2ccco2)nc2nc3ccccc3nc21 (stereo not given)	-5	-1	1.1	1	-6	-4	-1	11	/
Cc1cccc(-c2noc(CN(C)C(=O)c3ccco3)n2)c1	1	-3	0.88	1	12	-3	0	13	0
Cn1nccc1C(=O)c1ccc(Cl)cc1	2	-3	1.1	0.9	-11	10	-3	18	1
O=C(COc1ccccc1[N+](=O)[O-])Nc1cccc(S(=O)(=O)N2CCCC2)c1	-5	14	1	1	-4	-4	6	4	0
COCCCNC(=O)CN1C(=O)c2cccc3cccc1c23	0	-10	0.97	1	3	-2	-9	5	-18
O=C(Cc1ccccc1)NN1C(=O)C2C3C=CC(C3)[C@@H]2C1=O (stereo not given in full)	0	0	0.95	0.99	5	1	-1	15	1
COc1cc(SC)ccc1C(=O)Nc1ccc2c(c1)CCC2	-3	-5	0.94	1.1	6	-13	-1	19	6
COc1ccc(-c2noc(CCC(=O)Nc3ccc4c(c3)OCCO4)n2)cc1	-3	-3	1.1	1.1	-10	-7	1	38	4
COc1ccc(CC(=O)Nc2nnc(C(C)C)s2)cc1OC	2	-9	0.94	0.87	6	13	-3	-3	1
CCc1ccccc1NCc1cc(=O)oc2cc(C)ccc12	-4	-10	0.99	1.1	1	-10	-6	-5	0
CN(CC(=O)Nc1ccccc1Cl)CC(=O)Nc1cccc2ccccc12	-2	-2	1.1	1.5	-14	-48	0	-5	0
CCc1ccc(S(=O)(=O)N2CCN(c3ccccc3OC)CC2)cc1	-2	-5	1	1.1	-3	-10	-8	11	-8
CCOC(=O)c1c(C#N)cnn1-c1ccc(C)cc1	1	-5	1	0.9	0	10	-2	8	1
COc1ccc(-c2nc(CS(=O)CC(=O)NCCCN3CCOCC3)c(C)o2)cc1OC (stereo not given)	2	5	1.1	1.1	-10	-13	5	-1	0
COc1cc(OC)c(CN2CCC(Cc3ccccc3)CC2)cc1Br	-3	-5	1	1.2	-5	-16	1	30	2
O=C(Cn1nnc(-c2ccncc2)n1)Nc1ccc2c(c1)CCC2	0	3	1.1	1	-6	-3	4	-11	-4
O=C1C(Cc2ccccc2O)NC(=S)N1c1ccccc1 (stereo not given)	-4	3	0.93	0.92	7	8	-1	2	-3
Cc1cc(C)cc(C(=O)NC(=S)Nc2ccc3c(c2)OCCO3)c1	-4	-4	0.95	0.97	5	3	-4	9	3
Cc1c(Br)cc(C(=O)NC2CCCCC2)c(C)c1C	-2	-1	0.96	0.9	4	10	-1	21	2
O=C(CCNC(=O)c1ccc(Br)cc1)NC1CCCc2ccccc21 (stereo not given)	3	-4	1.1	1.2	-13	-15	1	18	2
O=C(NCCc1ccccc1)C1CC(=O)N(CCc2ccccc2)C1 (stereo not given)	-4	-2	0.97	1.2	3	-18	0	11	1
COC(=O)[C@H](C)NC(=O)Nc1ccc(Oc2ccccc2)cc1	0	-3	1.1	1.2	-11	-22	-4	17	2
COCc1cc(C)nc(OCC(=O)N/N=C/c2ccc(-c3cccc([N+](=O)[O-])c3)o2)c1C#N	-1	0	0.63	1.1	37	-6	0	5	/
Cc1c(NC(=O)/C=C/c2cn(-c3ccccc3)nc2-c2ccc(F)cc2)c(=O)n(-c2ccccc2)n1C	-5	-5	0.91	0.98	9	2	1	-12	-37
CN(C)c1ccc(C=NC(CO)C(O)c2ccc([N+](=O)[O-])cc2)cc1 (stereo not given)	2	-3	0.91	0.98	9	2	0	12	2
Cc1ccnc(N=Cc2nc(-c3ccccc3Br)oc2O)c1	-1	-2	0.97	0.9	3	10	1	32	-9
COC(=O)/C=C/c1ccc(OC(=O)c2ccncc2)cc1	-4	-2	1.1	1.1	-6	-6	6	17	1
CCOC(=O)N1CCC(NC(=O)c2cc3c(-c4ccccc4F)nn(C)c3s2)CC1	-1	0	0.94	0.95	6	5	1	13	1
COc1ccc(C2=NOC(Cn3c(Cc4ccc(Cl)cc4)nc4c3c(=O)n(C)c(=O)n4C)C2)cc1 (stereo not given)	-2	-4	0.94	1	6	0	-4	10	1
CCOC(=O)C1=C(COC(=O)/C=C/c2ccc(O)c(OC)c2)NC(=O)NC1C (stereo not given)	3	4	0.99	1.1	1	-12	0	17	-30
CCN(CC)S(=O)(=O)c1ccc(NC(=O)C2c3ccccc3Oc3ccccc32)cc1	0	-5	1.7	0.97	-74	3	2	26	3
Cc1cccc(-n2c(SCC(=O)O)nc3sc4c(c3c2=O)CCC4)c1	0	6	0.84	1	16	0	-4	13	1
COc1ccccc1NC(=O)CSCc1cc(=O)n2ccsc2n1	-1	2	1.1	0.68	-6	32	-1	11	0
CCS(=O)(=O)N1Cc2ccccc2CC1C(=O)Nc1nnc(SCc2c(Cl)cccc2Cl)s1 (stereo not given)	-6	-5	1	0.94	-2	6	-1	-1	-5
CC(=O)c1cc(C)ccc1OC(=O)c1cccc2nc(C)oc12	0	-2	1.1	1	-10	-4	1	-7	1
Cn1c(=O)c2c(-c3ccccc3)n(C3CCCCC3)cc2n(C)c1=O	-1	-6	0.98	0.89	2	11	-4	17	1
Cc1nc2sc(C(c3cccc(F)c3)N3CCN(C(=O)c4ccco4)CC3)c(O)n2n1 (stereo not given)	-1	-4	0.94	1.2	6	-18	0	16	3
COC(=O)CC1Sc2ccccc2NC1=O (stereo not given)	1	-2	1	0.98	-2	2	1	-8	2
COCCCNC(NC(=O)c1ccc(C)cc1)C(Cl)(Cl)Cl (stereo not given)	-1	-5	0.94	1	6	-2	-2	13	0

Quoted at random: 2 compounds from above, in no set order.
SMILES	MIN6 prolif	A3G deaminase	mIAP activ	hIAP act	mIAP inh	hIAP inh	APOBEC3A inh	NALP3 yeast inh	SENP1 inh
CCOc1ccc(NC(=O)CN2CCN(CC(=O)Nc3cccc(F)c3)CC2)cc1	-3	-3	1	1.2	-3	-21	-1	12	1
Cc1nc2sc(C(c3cccc(F)c3)N3CCN(C(=O)c4ccco4)CC3)c(O)n2n1 (stereo not given)	-1	-4	0.94	1.2	6	-18	0	16	3

Later entries.
SMILES	MIN6 prolif	A3G deaminase	mIAP activ	hIAP act	mIAP inh	hIAP inh	APOBEC3A inh	NALP3 yeast inh	SENP1 inh
O=C(O)c1cc(S(=O)(=O)Nc2cccc(S(=O)(=O)N3CCCC3)c2)ccc1Cl	-3	2	1	1.1	-1	-8	-3	24	0
CCOCc1c(C(=O)Nc2ccc(OC)nc2)oc2ccccc12	0	-1	0.99	1	0	-4	19	4	-3
CC1CCCCN1CCCNC(=O)c1nn(C)c2c1CSc1ccccc1-2 (stereo not given)	0	-1	0.95	0.97	5	3	5	-3	-68
O=C(c1ccc(Cn2cc([N+](=O)[O-])cn2)o1)N1CCCC1	-2	-11	1.1	1	-9	-2	-5	6	2
Cc1cc(NC(=O)c2sc(Nc3ccc(F)cc3)nc2N)no1	0	-12	1	0.92	-5	8	-4	1	-22
CC1=NNC(=O)C1CCC(=O)N/N=C\c1ccccc1[N+](=O)[O-] (stereo not given)	2	-6	0.95	0.84	5	16	0	1	3
CCN(Cc1cnn(C)c1)C(=O)c1ccc(OC2CCN(S(=O)(=O)N(C)C)CC2)cc1	0	-2	1.1	1.2	-15	-20	-3	4	-2
CC(C)(C)c1cc(NC(=O)Nc2ccccc2OC(F)(F)F)no1	-4	2	1.2	1	-17	-4	0	26	3
CC(O)CN1CC(O)=C(c2nc3ccccc3s2)C1=N (stereo not given)	-1	-1	1.1	1.2	-13	-23	-7	14	-2
CN(C)C(=O)CSc1nnc(-c2cc(-c3cccs3)nc3ccccc23)o1	-4	-4	0.94	0.93	6	7	-1	31	-12
O=C(NNC(=O)C1CCN(c2ncccn2)CC1)c1ccccc1	0	-9	1.1	1.1	-7	-12	-7	8	-1
NC(=O)CSc1nnc(NC(=O)C2CC(=O)N(c3ccc(F)cc3)C2)s1 (stereo not given)	-5	-3	0.95	1.1	5	-12	0	5	-2
Cc1nn(-c2ccccc2)c(C)c1NC(=O)COc1ccc(C#N)cc1	-3	-13	0.98	1	2	-4	1	-8	1
Cc1cc(C)nc(NNC(=O)NC2CCCCC2)n1	0	-9	0.97	1	3	-1	1	7	1
CC1CC(C)CN(S(=O)(=O)c2ccc(C(=O)N(C)Cc3ccccc3)cc2)C1 (stereo not given)	1	-3	1	0.95	-1	5	-2	2	0
O=C(CCNC(=O)c1ccc(Cl)cc1)NCCC1=CCCCC1	-2	-1	0.92	1.1	8	-5	2	9	-2
O=C(OCC1OC(n2cnc3c(N(C(=O)c4ccccc4)C(=O)c4ccccc4)ncnc32)C(O)C1F)c1ccccc1 (stereo not given)	-6	0	1	0.89	-2	12	4	14	3
CCCCOc1ccc(C(=O)N2CCNC(=O)C2CC(=O)OC(C)C)cc1 (stereo not given)	-2	-4	0.86	1	14	-1	2	-6	2
COc1ccc(C(=O)NCc2n[nH]c(=S)n2-c2ccccc2)cc1OC	-2	6	0.97	1.1	3	-14	-5	9	2
CCCCOCCCn1c(-c2ccco2)nc2nc3ccccc3nc21	7.8*	-9	1	1.1	0	-9	-2	16	-32
Cc1ccc(/C=N/n2cnc3sc4c(c3c2=O)CCCC4)o1	0	-4	1	1.1	-3	-7	-2	13	-1
CC(=O)Nn1c(COc2ccccc2C)nc2ccccc2c1=O	1	0	1	0.95	-3	4	-3	5	3
Oc1c(N=NC(=S)Nc2ccccc2F)c2ccccc2n1Cc1cccc(Cl)c1	-5	-7	0.8	0.88	20	12	-1	13	3
Nc1ncnc2c1ncn2[C@@H]1O[C@H](CNCc2cccc(C#Cc3ccccc3)c2)[C@@H](O)[C@H]1O	/	1	0.95	/	5	/	2	/	1
CC(C)(C)c1ccccc1NC(=O)NC1CCN(Cc2c(F)cccc2Cl)CC1	-2	6	1.3	0.92	-27	8	1	14	-1
O=C(Cc1ccc(Cl)cc1)Nc1ccc(-c2cc3ccccc3oc2=O)c(Cl)c1	-4	2	1	0.86	-1	14	4	23	-22
CN1C2=CC=CC=CC2=[N+](C)C12C([N+](=O)[O-])=CC(=[N+]([O-])[O-])C=C2[N+](=O)[O-] (stereo not given)	0	-7	0.97	0.86	2	14	-5	15	2
Cc1ccc(S(=O)(=O)N2C[C@@H]3CCCC[C@@H]3[C@@H](C)[C@H]2c2cn(Cc3ccccc3)c3ncccc23)cc1	/	24	1	/	-2	/	8	/	1
Fc1ccc(Cn2c(-c3cscn3)nc3ccccc32)c(Cl)c1	0	2	0.89	0.94	11	6	-1	-16	0
O=C1/C(=C/c2ccccc2F)SC(=S)N1CC(=O)N1CCCCC1c1cccnc1 (stereo not given)	-7	-8	0.86	0.87	14	13	-4	4	4
CCCCCNC(=O)Cc1ccc(S(=O)(=O)N2CCOCC2)s1	4	-10	0.92	0.94	8	6	-3	19	-2
COc1ccc(OC)c(N(CC(N)=O)S(=O)(=O)c2ccc(OC)c(OC)c2)c1	4	0	1	1.1	-1	-5	5	12	1
COCCCNC(=O)C1CCCCN1S(=O)(=O)c1ccc(F)cc1 (stereo not given)	2	-5	0.96	1	4	0	-2	-16	2
